Assay outcomes deposited in PubChem BioAssay by National Center for Advancing Translational Sciences (NCATS).
KDM5B inhibitor: inhibitors of human KDM5B histone demethylase. AID 1347165. Q9UGL1. 220,000 tested, 2.6% active. KDM5B demethylase, FDH-coupled NADH fluorescence (FDH is formaldehyde dehydrogenase). Potency, µM (doses to about 57.7 µM), for inactives: top-dose activity change, negative = inhibition, actives largely listed as inhibitors; active = well fitted inhibition curve with a large enough effect; inconclusive = small, poorly fitted or top-dose-only effect; inactive = no such curve, though single readings can be large or run the other way; also: 0% is about no effect; nearly all actives have a fitted effect of over 70% in size
Target sequence (Q9UGL1 whole entry, looked up): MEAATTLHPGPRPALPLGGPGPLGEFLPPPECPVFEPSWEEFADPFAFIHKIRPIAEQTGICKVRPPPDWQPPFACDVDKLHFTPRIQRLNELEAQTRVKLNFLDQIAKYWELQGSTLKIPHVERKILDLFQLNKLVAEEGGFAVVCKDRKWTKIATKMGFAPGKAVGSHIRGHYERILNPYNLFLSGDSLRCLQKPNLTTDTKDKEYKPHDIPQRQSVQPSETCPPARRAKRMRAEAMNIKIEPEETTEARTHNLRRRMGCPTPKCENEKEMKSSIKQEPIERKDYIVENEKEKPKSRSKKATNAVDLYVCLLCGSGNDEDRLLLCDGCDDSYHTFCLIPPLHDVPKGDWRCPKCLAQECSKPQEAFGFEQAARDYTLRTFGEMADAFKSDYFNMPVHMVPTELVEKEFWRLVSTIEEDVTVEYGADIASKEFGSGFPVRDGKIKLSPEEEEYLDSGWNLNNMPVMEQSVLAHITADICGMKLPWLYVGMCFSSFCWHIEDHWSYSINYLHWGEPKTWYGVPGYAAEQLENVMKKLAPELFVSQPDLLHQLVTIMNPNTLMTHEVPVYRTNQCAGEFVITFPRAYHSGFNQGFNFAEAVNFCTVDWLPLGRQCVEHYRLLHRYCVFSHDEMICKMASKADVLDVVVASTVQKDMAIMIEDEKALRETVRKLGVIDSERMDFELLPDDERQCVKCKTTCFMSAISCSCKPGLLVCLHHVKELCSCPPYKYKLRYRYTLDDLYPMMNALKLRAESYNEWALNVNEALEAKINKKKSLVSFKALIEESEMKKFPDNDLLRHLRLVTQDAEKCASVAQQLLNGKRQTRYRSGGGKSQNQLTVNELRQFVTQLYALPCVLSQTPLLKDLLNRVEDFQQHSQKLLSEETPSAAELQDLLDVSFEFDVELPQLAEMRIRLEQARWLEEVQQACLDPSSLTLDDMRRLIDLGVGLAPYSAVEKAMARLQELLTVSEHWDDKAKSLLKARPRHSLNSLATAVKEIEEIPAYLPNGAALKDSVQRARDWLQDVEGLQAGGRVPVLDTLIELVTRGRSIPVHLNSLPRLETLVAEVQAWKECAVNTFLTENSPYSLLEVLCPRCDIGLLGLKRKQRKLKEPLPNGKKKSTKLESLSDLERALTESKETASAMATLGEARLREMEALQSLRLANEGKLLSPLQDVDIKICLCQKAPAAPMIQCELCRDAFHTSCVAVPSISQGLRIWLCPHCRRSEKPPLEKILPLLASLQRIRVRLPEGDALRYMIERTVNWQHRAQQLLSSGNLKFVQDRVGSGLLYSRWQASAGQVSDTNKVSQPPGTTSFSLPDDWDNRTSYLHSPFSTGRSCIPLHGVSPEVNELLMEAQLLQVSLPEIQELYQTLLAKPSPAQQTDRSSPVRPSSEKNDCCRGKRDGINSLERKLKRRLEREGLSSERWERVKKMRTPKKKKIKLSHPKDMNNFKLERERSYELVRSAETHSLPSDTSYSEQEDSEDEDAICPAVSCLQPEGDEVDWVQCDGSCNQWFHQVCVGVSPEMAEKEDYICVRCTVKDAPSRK
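qHTS format, multiple compound concentrations. Buffer 50 mM HEPES pH 7.5/0.01% Tween-20; 200 nM KDM5BΔAP final; 10 min compound preincubation; substrate-mix levels 12.5 µM peptide, 25 µM α-KG, 0.25 mM NAD⁺; 30 min RT; ΔRFU.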
The depositor's hits bear a star; ? = inconclusive; & = joins results of further samples; [ ] = remark or other dose. Potency is read from the fitted curve at half-maximal effect. A portion of the library (hit frequency here may not be typical).

KDM5B inhibitor,structure
-6.7%,COc1ccc(C(=O)N2C(C(=O)NC3CC3)COC23CCN(C(=O)c2ccccc2C)CC3)cc1 (stereo unspecified)
-13.2%,O=C1CCN(C(=O)NC2CCCCC2)CCCC(c2nc(-c3cccnc3)no2)CCN1 (stereo unspecified)
-28.7%,O=C1CCN(S(=O)(=O)c2ccccc2)CCCN(C(=O)C2(c3ccccc3)CC2)CCN1
?,Cc1ccc(CNC(=O)Cn2c(=O)n(-c3ccc(C)cc3)c(=O)c3c2c2cc(C)ccc2n3C)cc1
-15.1%,O=C(Cc1scnc1-c1cccs1)NCCc1ccccc1
28.2µM*,COc1ccc(-c2ccc3nnc(CNC(=O)c4ccc(OC)cc4C)n3n2)cc1
?,CCN1CCC(N2C[C@@H](COC)[C@H](c3nc(C)no3)C2)CC1
?,O=C(CN1CCOCC1)N/N=C/c1ccc(-c2ccc(C(=O)O)cc2)o1
-10.1%,O=C(Nc1c(N2CCCC2)c2ccccc2oc1=O)c1ccc(Br)o1
18.2%,COc1ccc(Cn2c(C3CCN(C(=O)c4c(F)cccc4F)CC3)n[nH]c2=O)cc1
0.2%,Cc1cccc(C)c1NC(=O)CCCN1C(=O)CCn2nc(-c3cn(C)c4ccccc34)cc21
6.7%,CC(C(=O)OCC(=O)c1cccc([N+](=O)[O-])c1)N1C(=O)C2C3C=CC(C3)C2C1=O (stereo unspecified)
22.8%,O=C(C1CCCC1)N1CC2CC(C1)[C@H]1CCCC(=O)N1C2 (stereo partly specified)
17.2%,Cc1ccc(/C=C(/C#N)c2ccc(C(F)(F)F)cn2)cc1
-15.8%,COc1ccc(NC(=O)c2nc(-c3ccccc3)n(-c3ccccc3Cl)n2)cc1
-14.1%,O=C(c1cccc2ccccc12)N(Cc1ccc2cc[nH]c2c1)C1CC1

Sorted by value in KDM5B inhibitor (largest number first): six of the compounds above
KDM5B inhibitor,structure
18.2%,COc1ccc(Cn2c(C3CCN(C(=O)c4c(F)cccc4F)CC3)n[nH]c2=O)cc1
17.2%,Cc1ccc(/C=C(/C#N)c2ccc(C(F)(F)F)cn2)cc1
6.7%,CC(C(=O)OCC(=O)c1cccc([N+](=O)[O-])c1)N1C(=O)C2C3C=CC(C3)C2C1=O (stereo unspecified)
0.2%,Cc1cccc(C)c1NC(=O)CCCN1C(=O)CCn2nc(-c3cn(C)c4ccccc34)cc21
-10.1%,O=C(Nc1c(N2CCCC2)c2ccccc2oc1=O)c1ccc(Br)o1
-15.8%,COc1ccc(NC(=O)c2nc(-c3ccccc3)n(-c3ccccc3Cl)n2)cc1

Next structures:
KDM5B inhibitor,structure
7.9%,CCOc1ccc(OCCSc2nnc(-c3ccccc3Cl)n2CCCOC)cc1
-22.2%,CCOC(=O)C1C(=O)C=C(/C=C/c2ccccc2)CC1c1ccccc1 (stereo unspecified)
-11.7%,Cc1ccc(C(=O)N2C[C@@H](CO)[C@H](c3ccccn3)C2)c(=O)[nH]1
-4.7%,O=c1c2c3c(nn2ccn1Cc1cccc(C(F)(F)F)c1)CCCC3
-14.8%,Cc1cc(C(C)(C)c2ccc(OC(=O)c3ccccc3F)c(C)c2)ccc1OC(=O)c1ccccc1F
-2.1%,COc1ccc(-c2nnc(SCCOc3ccc(Cl)cc3Cl)n2C(C)C)cc1
32.1%,CCOc1ccc(OCCC(=O)N2CCN(S(=O)(=O)c3ccc(OCC)cc3)CC2)cc1
-2.2%,CCN(CC)CCN(C(=O)c1ccc(Br)s1)c1nc2cc3c(cc2s1)OCO3
?,CCCNC(=O)c1ccc(Cn2c(=O)c3cccn3c3cccnc32)cc1
-25.4%,O=C(c1ccccc1)N1CCC(N(Cc2cccnc2)C2CCOCC2)CC1
11.4%,CC(Sc1ccc(C(F)(F)F)cn1)C(=O)Nc1ccc(F)cc1 (stereo unspecified)
24.3%,OC1(c2cccc3ccccc23)CCN(Cc2ccccc2)C1 (stereo unspecified)
3.7%,CCOc1ccc(C(=O)N2CCN(c3cc(-c4ccc(Cl)cc4)[nH]n3)CC2)cc1OCC
-2.5%,CCOc1ccc(C(=O)NC(CC(=O)OC)c2cccs2)cc1OC (stereo unspecified)
-4.6%,CCc1cccc(NC(=O)CC2CCCN(c3cn[nH]c(=O)c3)C2)c1 (stereo unspecified)
16.5%,Cn1nccc1C(=O)N1CCCN(S(C)(=O)=O)c2ccccc21
-16.3%,Cc1ccccc1CNC(=O)C1CCCN(C(=O)c2ccccc2)CCC(=O)NCC1 (stereo unspecified)
30.6%[activator][149 µM],CC(=O)N1CCC2(CC1)CN(C(=O)c1ccc(Cl)cc1)CCO2
26.2%,CCN1CC2(CCN(Cc3cc4c(cc3OC)OCCCO4)CC2)OC1=O
20.5%,COc1ccc(NC(=O)Nc2cc(C)ccn2)cc1
-11.7%,CCOc1cc(OCC)cc(C(=O)Nc2ccc(Br)c(C)n2)c1
?,Cc1ccc(NC(=O)C2CCN(c3cc(C(F)(F)F)ncn3)CC2)cc1Cl
-4.7%&-13.0%[86.2 µM],CN(Cc1cccc2ccccc12)Cc1cccn1C
-11.8%,CC(Sc1ccc(C(F)(F)F)cn1)C(=O)NC(c1ccccc1)c1ccccc1 (stereo unspecified)
-8.2%,Cc1cc(C)n(Cc2cc(C(=O)N3C[C@H]4CC[C@H]3C4)n[nH]2)n1
27.3%,Cc1cccc(C)c1-n1ccc(C=O)c1
12.5%&5.6%[149 µM],c1cncc(CN2CCn3c(nnc3-c3ccncc3)C2)c1
?,CCn1cc(S(=O)(=O)c2ccccc2)c(=O)c2cc(F)c(N3CCCC3)cc21
-8.5%,CN(CC(=O)Nc1cccc2ccccc12)C(=O)CSc1nccn1-c1cccc(F)c1
23.0%,COc1ccc(S(=O)(=O)Nc2cc(C(=O)O)ccc2C)cc1OC
-7.0%,CC(C)CN1C(=O)c2cccn2CC1CNC(=O)CC1CCCC1 (stereo unspecified)
?,CN1CCCCCC(O)c2cc(C(=O)NC3CCN(Cc4ccccc4)CC3)ccc21 (stereo unspecified)
?,O=C1CN(Cc2ccc(-c3cc(F)cc(F)c3)cc2)CCN1c1cc(Cl)ncn1
-25.5%,COc1cccc(CNC(=O)C(NS(=O)(=O)c2ccc3nc(C)sc3c2)C(C)C)c1 (stereo unspecified)
7.9%,CC(=O)N(c1cccc(C)c1)c1nc(CSc2nnc(C)n2C2CC2)cs1
13.9%,COCC(C)NC(=O)CCc1ncc(-c2ccc(C)c(C)c2)o1 (stereo unspecified)
?,CSc1cccc(NC(=O)N2CCC(c3cc(-c4cccc(C)c4)n[nH]3)CC2)c1
-12.3%,Cc1ccc(OCc2nc(-c3ccc(C(=O)N4CCN(c5ccc(Cl)cc5)CC4)cc3)oc2C)cc1
-25.8%,CC(=O)Nc1ccc(S(=O)(=O)N2CN(c3ccc(C)cc3)c3nc4ccccc4nc32)cc1
16.7%,CCC(NC(=O)C1CCCO1)c1ccccc1OC(C)C (stereo unspecified)
?,Cc1ccc(OCC(=O)Nc2cc(-c3nc4ccccc4[nH]3)ccc2C)c(C)c1
-42.7%,O=C(Nc1cccc(F)c1)N1C[C@@H]2C[C@H](C1)c1c(-c3ccc4ccccc4c3)ccc(=O)n1C2
-1.0%,COc1ccc(S(=O)(=O)N2CCC3(CC2)CC(CC(=O)NC2CC2)CCO3)cc1 (stereo unspecified)
?,Cc1noc(C)c1[S+](=O)([O-])N1CCC2(CC1)C(=NC1CCCCC1)NC(=O)N2c1cccnc1
-27.5%,CC(CO)NS(=O)(=O)c1cccc(C(=O)NCCc2ncnn2C)c1 (stereo unspecified)
4.8%,CC(=O)N1CCC(Cc2ccc(C(=O)NC3CC3)cc2)CC1
?,COc1cc(NC(=O)c2ccc(Cn3ccn4nc5c(c4c3=O)CCCC5)cc2)cc(OC)c1OC
12.6%,CCOC(=O)c1cnc2ccc(OCC)cc2c1Nc1cccc(C(=O)OC)c1
20µM*,CCOc1ccc(-c2cc3c(=O)n(CCNC(=O)c4ccc(C#N)cc4)ccn3n2)cc1
28.3%,COc1ccc(N(CC(=O)Nc2ccc3c(c2)OCO3)S(=O)(=O)c2ccccc2)cc1OC
6.9%,COc1cccc(N(CC(=O)NC2CCCCC2)C(=O)CCC(=O)Nc2nccs2)c1
18.9%,CN(C)CCNC(=O)c1ccc2c(c1)NC(=O)c1ccccc1S2
-19.2%,CCOC(=O)c1c(S(=O)(=O)N2CCCC(C(=O)NCc3ccccc3Cl)C2)c(C)n(C)c1C (stereo unspecified)
2.3%,Cc1nn(Cc2nnc(Nc3ccn(Cc4ccccc4Cl)n3)s2)c(C)c1Br
13.2%,CCCNC(=O)c1ccc(NC(=O)Nc2ccccc2)cc1
18.3%,N#Cc1cccc(NC(=O)CCC(=O)c2ccc3c(c2)CCC3)c1

Continued.
KDM5B inhibitor,structure
-27.3%,Cc1ccc(-c2cc(-c3coc4ccccc4c3=O)c3c(n2)-c2cc(Cl)ccc2OC3)cc1
277.0%[activator],CCC(=O)Oc1cc(C(C)(C)C)cc2cc(-c3nc(-c4ccc(OC)cc4OC)no3)c(=O)oc12
26.7%,C(=N\N=C(c1ccccc1)c1ccccc1)/c1cn(-c2cccs2)nc1-c1ccccc1
0.3%,C(CCCN1CCCCC1)CCN1CCCCC1
-2.0%,O=C(C1=C(O)C(=O)N(CCN2CCOCC2)C1c1cccc([N+](=O)[O-])c1)c1cccs1 (stereo unspecified)
-12.3%,Cc1cccc(NC(=O)N2CCC3(CC2)CC(N(C(=O)NC(C)C)C2CC2)CCO3)c1 (stereo unspecified)
-2.5%,O=C(c1n[nH]c2ccccc12)N1CCC(OCCOc2ccc(F)cc2)CC1
-4.2%[11.5 µM],COC1(C(F)(F)F)NC(=O)N(c2ccc(F)cc2)C1=O (stereo unspecified)

Exported bar-delimited: part of the list above
mol | KDM5B inhibitor
C(CCCN1CCCCC1)CCN1CCCCC1 | 0.3%
O=C(C1=C(O)C(=O)N(CCN2CCOCC2)C1c1cccc([N+](=O)[O-])c1)c1cccs1 (stereo unspecified) | -2.0%

(cont.)
KDM5B inhibitor,structure
?,CCOCCCNC(=O)c1cc2c(-c3ccc(OC)c(OC)c3)nn(C)c2s1
11.6%,Cc1noc([C@@H]2CC(F)(F)CN2S(=O)(=O)c2cccc(F)c2)n1
4.9%,O=S(=O)(c1ccc(F)cc1F)N1CCCC(Cn2c(C3CC3)nc3cccnc32)C1 (stereo unspecified)
6.8%,Cc1ccc(C)c(-n2nnc(-c3nc(-c4ccccc4F)no3)c2C)c1
-7.9%,O=C(CN1CCOc2c(O)cc(-c3csc4ccccc34)cc2C1)N1CCOCC1
-3.8%,CSc1nc(NS(=O)(=O)c2cc(Br)ccc2Br)cc(=O)[nH]1
1.8%,COc1ccccc1N1CCN(C(=O)c2nc(-c3ccc(C)cc3)n3c2CCCCC3)CC1
?,CC(C)C(=O)Nc1ccc(C2OC(=O)N(Cc3ccc(F)cc3)C2C(=O)NC2CC2)cc1 (stereo unspecified)
12.9%,CSc1ccc(/C=C2\N=C(c3cccs3)OC2=O)cc1
-1.7%,CC1(C)Cc2sc3c(=O)n(Cc4ccccc4F)cnc3c2CO1
17.9%,O=C(NC1CCCCCC1)C1CCN(C(=O)c2ncn3c2COC(c2ccccc2)C3)CC1 (stereo unspecified)
-3.9%,C=CCNC(=O)c1coc(COc2ccc3c(c2)C(c2cccc(F)c2)N(C(=O)C2CC2)CC3)n1 (stereo unspecified)
-25.9%,CSc1nc(NCCOC(C)=O)c(C#N)c(-c2ccc(C(C)(C)C)cc2)n1
-25.8%,O=C(N[C@@H]1COCC[C@H]1OCc1ccccn1)c1cnc(C2CC2)nc1
-5.7%,CCn1cc(S(=O)(=O)NCC2Cn3cccc3C(=O)N2C)cn1 (stereo unspecified)
-15.8%,CN(C)C(=O)c1cccnc1OC1CCN(C(=O)c2cccc(Br)c2)C1 (stereo unspecified)
?,CC(=O)N1CCN(C(C(=O)O)c2cn(Cc3ccccc3)c3cc(C(=O)O)ccc23)CC1 (stereo unspecified)
-12.4%,COc1ccc(S(=O)(=O)N2CCN(c3ccccc3OC)CC2)cc1
?,O=C(COc1ccccc1)N[C@H]1CO[C@H]2[C@@H]1OC[C@@H]2n1nnnc1-c1ccc2c(c1)OCO2
-4.2%,COCCNC(=S)NCc1cccc(CNC(=S)NCCOC)c1
-18.5%,O=C(c1ccc(F)cc1)n1nc(-c2cccnc2)nc1NCc1ccc(F)cc1
-19.6%,COc1cccc(CN2CCc3nnc([C@@H]4C[C@@H](O)CN4C)n3CC2)c1
?,COc1ccc(NC(=O)CC2NCCNC2=O)c(OC)c1 (stereo unspecified)
?,COc1ccc(-n2ncc3c(N4CCN(c5cccc(C)c5)C(C)C4)ncnc32)cc1 (stereo unspecified)
-5.2%,CCC(C)(CC)C(O)(C#CC[N+]1(Cc2ccccc2)CCCCC1)c1ccccc1 (stereo unspecified)
?,Cc1noc(-c2cccs2)c1C(=O)N1CCC(Cc2ccccc2)CC1
-15.4%,Cc1sc(NC(=O)C2c3ccccc3Oc3ccccc32)c(C(=O)OC(C)C)c1C
?,COc1ccc(-c2cc(C(=O)Oc3ccc(C)c(C)c3)c3ccccc3n2)cc1
12.1%,CCc1ccccc1Nc1nc2ccccc2[nH]1
17.8µM*,COc1ccccc1NC(=O)Cn1c(C)ccc(NC(=O)Nc2ccc(C)cc2)c1=O
?,Cc1ccc(CN2CCSc3ccc(C(=O)NCc4ccc(OC(C)C)cc4)cc32)cc1
24.6%,COc1ccccc1OC(C)C(=O)Nc1ccccc1C(=O)NCC1CCCO1 (stereo unspecified)
-7.8%,Clc1cccc(-n2ncc3c(N4CCC(Cc5ccccc5)CC4)ncnc32)c1
-1.3%,Cc1ccc(C)c(NC(=O)n2ncc3cc(Cl)ccc32)c1
-6.3%,Cc1ccccc1S(=O)(=O)N1C[C@@H](Oc2cccnc2)C[C@H]1C(=O)NC1CC1
24.4%,Cc1cc(C(=O)NNC(=O)c2cccc(Cl)c2)no1
4.9%,CNS(=O)(=O)c1cc(NS(=O)(=O)c2cccc(Br)c2)ccc1C
